GALR2 blocker: antagonists of human galanin receptor 2 (GALR2) | inhibition, % at 4 µM | GALR2-expressing cells, antagonist mode | 140,000 compounds, 0.39% hits | O43603; in the data active means inhibition above about 27%;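 further: cells stimulated with galanin 1-16 at roughly its EC80; 0% = agonist challenge control and 100% = basal control without agonist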
Target sequence (O43603 whole entry, looked up): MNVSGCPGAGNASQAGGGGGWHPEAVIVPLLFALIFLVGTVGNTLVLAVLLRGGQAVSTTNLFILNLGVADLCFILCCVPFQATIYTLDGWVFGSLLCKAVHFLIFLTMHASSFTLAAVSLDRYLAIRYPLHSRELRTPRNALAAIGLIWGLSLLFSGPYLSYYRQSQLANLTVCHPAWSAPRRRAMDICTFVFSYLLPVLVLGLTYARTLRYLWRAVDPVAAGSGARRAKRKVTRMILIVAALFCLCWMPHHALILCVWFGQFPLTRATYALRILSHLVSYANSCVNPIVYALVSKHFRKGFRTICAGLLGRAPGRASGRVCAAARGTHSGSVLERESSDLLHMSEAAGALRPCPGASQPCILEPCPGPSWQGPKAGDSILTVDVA
HCT116 bCat-KO: beta-catenin-lacking colon tumor cell growth suppression; HCT116 beta-catenin knockout viability, CellTiter-Glo, 60 h; stronger effect = lower value; 140,000 compounds, 1.5% hits; viability, % at 10 µM; AID 818;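 active means viability at or under a set limit, the compound median less 4 SD, cut at about 6% in these data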;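 further: 0% = Hyamine 1622 control at 20 µM and 100% = untreated cell control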
BB579 growth dn: reduces growth of yeast BB579 in restrictive medium | S. cerevisiae BB579 growth, OD615, 48 h | inhibition, % at 10 µM | 140,000 compounds, 0.51% hits | AID 804;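 active means inhibition above a set limit, 3 SD over the mean compound inhibition, cut at about 44% in these data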; further: inactives centre near -24
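Material: Saccharomyces cerevisiae DeaD strain BB579, replicative lifespan model yeast; buffer or medium: CSMM-D restrictive synthetic medium containing dextrose (glucose); compound: 10 µM single dose, DMSO 0.25%; timing: 48 h compound exposure at 30 °C after 4 h preincubation; signal: turbidity as optical density at 615 nm; benchmarks: positive control amphotericin B 10 µg/mL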
NPY Y2 blocker: blocks the human neuropeptide Y Y2 receptor. P49146. AID 793. inhibition, % at 2.7 µM. NPY-Y2 expressing cells, antagonist mode. 140,000 compounds, 0.99% hits; in the data active means inhibition above about 17%;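 further: 0% = vehicle with agonist challenge and 100% = reference antagonist with challenge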
Target sequence (P49146 whole entry, looked up): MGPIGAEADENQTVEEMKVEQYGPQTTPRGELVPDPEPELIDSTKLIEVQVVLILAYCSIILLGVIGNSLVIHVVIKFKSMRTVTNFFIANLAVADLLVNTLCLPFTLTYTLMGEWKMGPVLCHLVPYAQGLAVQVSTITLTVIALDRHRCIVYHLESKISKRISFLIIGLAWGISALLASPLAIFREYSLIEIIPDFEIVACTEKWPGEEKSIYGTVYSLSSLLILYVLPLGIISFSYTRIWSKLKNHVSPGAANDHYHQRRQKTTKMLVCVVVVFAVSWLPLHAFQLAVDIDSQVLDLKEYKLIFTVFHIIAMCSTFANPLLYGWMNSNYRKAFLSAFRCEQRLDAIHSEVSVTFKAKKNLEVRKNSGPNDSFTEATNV
Phagocyt inh: macrophage phagocytosis inhibition | J774A.1 macrophage IgG-bead phagocytosis, imaging | inhibition, % at 5 µM | 110,000 compounds, 0.07% hits | AID 1029;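 active means inhibition above the mean of the plate negative controls plus 5 SD, cut at about 13% in these data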;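 further: phagocytic index as fraction of beads internalized from green versus red external bead signal; plate controls were DMSO negative control for no effect and cytochalasin-D positive control for full effect; some results beyond the cut were filed as inactive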
MRP-1 activ: activators of MRP-1. viability increase, % at 10 µM. 140,000 compounds, 0.61% hits. AID 799. H69AR cells + doxorubicin, viability rescue, CellTiter-Glo;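 active means viability gain under doxorubicin at or above a set limit, the compound median plus 3 SD, cut at about 4.7% in these data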;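 further: MRP-1 overexpressing cells given doxorubicin 25 µM after compound pretreatment; 18-22 h compound pretreatment then 72 h with doxorubicin before readout; 0% = doxorubicin-only wells and 100% = vehicle-treated cells without doxorubicin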
E-sel TNF inh: blocks E-selectin expression induced by TNF alpha. HUVEC TNFa-induced E-selectin immunofluorescence, high content. inhibition, % at 2 µM. 120,000 compounds, 0.71% hits. AID 1246;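 active means inhibition above the batch mean plus 3 SD, and confirmed as a hit on visual image review, cut at about 43% in these data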;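 further: 0% = TNF-stimulated DMSO wells and 100% = unstimulated control wells; not every result past the cut was called active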
HCT116 PTEN-null: PTEN-deleted cell growth suppression. 140,000 compounds, 1.2% hits. HCT116 PTEN-null viability, CellTiter-Glo, 60 h; stronger effect = lower value. viability, % at 10 µM;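 active means viability at or below a set limit, 4 SD under the median of all tested compounds, cut at about 3.7% in these data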;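 further: PTEN knockout HCT116 line with beta catenin targeted HCT116 as companion control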
Measles CPE: protection of cells from measles virus; protection (pct of control), % at 4 µM; 140,000 compounds, 1.5% hits; Measles virus-infected cells, CPE protection, absorbance; in the data active means protection mostly above about 24%, no sharp cut-off; inactive means mostly below about 26%; further: some compounds called inactive have numbers as strong as hits
Yeast lifespan up: extends the lifespan of yeast; S. cerevisiae growth with nicotinamide, OD615; deaD strain in restrictive glucose medium; inhibition of the nicotinamide effect, % at 10 µM; 130,000 compounds, 0.68% hits;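 active means inhibition above a set limit, placed 3 SD over the median of all compounds, cut at about 26% in these data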;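 further: 0% = nicotinamide-treated wells and 100% = cells grown without nicotinamide; some compounds called inactive have numbers as strong as hits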
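Assay system: engineered S. cerevisiae DeaD replicative-lifespan strain, galactose-grown log-phase cells; medium: restrictive CSMM-D dextrose medium; also added: nicotinamide, 1.5 mM, co-present with compound; schedule: 48 h compound exposure at 30 °C, humidified; detection: absorbance at 615 nm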
Starred values were filed as active, the others as inactive; x = no result given.

mol	HCT116 bCat-KO	HCT116 PTEN-null	Phagocyt inh	MRP-1 activ	NPY Y2 blocker	GALR2 blocker	Yeast lifespan up	BB579 growth dn	E-sel TNF inh	Measles CPE
C=CCOc1cccc(C2/C(=C(\O)c3ccc(F)cc3)C(=O)C(=O)N2CCN(C)C)c1 (stereo not given)	93.2	94.4	-0.7	-0.1	2.5	5.9	-2.5	-12.6	4.0	4.0
Cc1ccc(CNc2ncc(-c3ccc4c(c3)OCO4)n2C)cc1	69.8	74.9	-0.4	-1.1	9.5	-0.8	-6.5	-14.9	x	11.2
CC1CCCN(S(=O)(=O)c2ccc(NC(=O)CCN3C(=O)c4ccccc4C3=O)cc2)C1 (stereo not given)	92.2	93.8	1.1	-1.8	-2.3	2.1	-0.3	-43.8	8.9	27.5
CCOc1cc(-n2ncc(C#N)c2N)nc(SC)n1	89.6	74.6	x	-1.5	-0.9	11.5	x	-12.2	19.7	14.0
CCc1c(C(=O)OC)nnc2cc(C)nn12	95.4	94.1	0.0	-1.6	3.1	-6.5	-5.9	-27.6	-11.3	2.9
O=C(NCC1CCCCN1)c1cc(OCC(F)(F)F)ccc1OCC(F)(F)F (stereo not given)	94.9	89.3	x	-1.1	1.3	3.5	11.6	-50.9	x	29.6
CC(=O)Nc1ccc(S(=O)(=O)NNC(=O)COc2cccc3ccccc23)cc1	94.8	93.4	-3.0	-0.9	0.3	10.8	-0.9	2.5	x	5.4
CN1c2ccccc2C(O)=C(C(=S)Nc2ccc(Cl)cc2)S1(=O)=O	92.5	85.8	-0.9	1.1	-4.1	7.8	-16.7	-6.1	17.9	3.3
O=C(C1CC1(c1ccccc1)c1ccccc1)N1CCOCC1 (stereo not given)	96.1	95.2	-2.1	-0.1	5.5	-3.7	-4.5	-22.5	3.3	6.7
CCC(C)(C(=O)NC1CCCCC1)N(Cc1ccco1)C(=O)c1cnccn1 (stereo not given)	96.1	86.1	2.6	-2.4	8.4	1.6	5.2	-31.3	-1.5	16.7
Cc1ccc(/C=N/N2C(=S)SC(C)(C)C2N(O)C(=O)Nc2ccc([N+](=O)[O-])cc2)cc1 (stereo not given)	3.7*	8.7	x	-5.7	-5.9	0.6	-8.7	-16.8	-33.5	4.0
CNCCCCOc1ccccc1-c1ccccc1	64.7	55.1	0.1	-2.3	8.6	7.9	-0.2	-19.4	x	7.0
CCOc1ccc(S(=O)(=O)Oc2ccc3ccccc3c2)cc1	75.5	77.0	-1.3	-3.3	7.8	2.1	-3.4	-16.0	x	10.1
COc1ccc(CCNC(=O)C2CCN(S(=O)(=O)N3CC(C)CC(C)C3)CC2)cc1OC (stereo not given)	107.1	96.2	2.1	-3.9	-1.7	-3.2	-32.6	-12.4	9.2	27.8
Cc1nc(-n2cc(F)c(=O)[nH]c2=O)c2nc(C)oc2n1	109.2	101.7	-0.8	-2.8	-2.6	-4.9	-23.4	-40.5	22.7	4.6
O=[n+]1c2c(n([O-])c3cc(F)c(F)cc31)CCCC2	80.1	92.8	x	-2.4	1.1	0.5	-14.8	-11.7	x	4.9
CC1(C)CC(=O)C(C=NC2CCCCC2)=C(O)C1	100.2	105.3	-0.9	-0.5	0.2	-9.3	2.9	-72.2	-15.3	13.5
CCN(CC)c1nc2c(s1)C(=O)NCCC2	95.9	104.3	-1.5	-0.8	3.0	4.1	-10.6	-57.8	5.7	x
COC(=O)c1ccc(NC(=O)COc2ccc(C3C(C#N)=C(N)Oc4c3ccc3ccccc43)cc2OC)cc1 (stereo not given)	95.3	90.8	x	-3.5	-1.9	11.1	-26.5	-34.6	7.2	3.9
COc1cccc(-c2cc(C(=O)Nc3ccccc3SC)no2)c1	92.8	90.1	-2.6	-0.6	13.0	7.5	4.6	-40.1	12.7	7.7
CCOc1ccc(NC(=O)CN(C)CC(=O)Nc2ccccc2C#N)cc1OCC	90.9	93.9	4.5	-2.4	1.6	-10.6	-9.9	-31.3	-20.0	9.9
CC(=O)c1c(N2CCOCC2)[nH]c(-c2ccccc2)nc1=S	92.0	97.3	-0.8	-2.9	3.0	-0.9	-10.4	-6.4	-0.2	3.3
COc1ccc(OC)c(CN2CCC(C(=O)N3CCN(c4ccccc4F)CC3)CC2)c1	85.6	79.3	-3.1	-1.7	5.5	-2.9	2.5	-25.1	-0.2	3.8
COC(=O)c1ccccc1NC(=S)NC(=O)c1ccc(C)cc1	100.9	95.6	-6.1	1.3	3.2	-4.5	-7.3	-15.1	-7.7	15.2
CC1=C(C(=O)Nc2ccccc2)C(c2ccco2)C(C#N)=C(SCc2ccccc2)N1 (stereo not given)	70.2	63.0	-1.0	-2.6	3.9	12.0	0.6	-31.5	-48.5	17.7
CCOC(=O)c1nnn(-c2nonc2N)c1C	87.3	95.8	2.6	-0.6	4.3	-5.8	-4.1	-35.2	-30.2	2.1
COCC(=O)Nc1cc(C(=O)NCCc2ccccc2)ccc1Cl	82.8	96.1	1.5	-1.3	1.1	-5.7	-2.3	-9.0	13.5	26.6
CC(C)OC(=O)n1c(=S)oc2ccccc21	95.2	95.1	2.8	2.1	0.3	-1.3	-7.9	42.0	28.1	15.8
CSCC[C@@H](C(=O)O)N1Cc2ccccc2C1=O	92.3	96.6	0.6	-0.2	x	x	-8.5	18.9	x	14.2
CCOC(=O)Cn1c(S(=O)(=O)Cc2ccc(Cl)cc2)nc(-c2ccccc2)c1-c1ccccc1	77.8	56.6	x	-1.0	5.0	-5.6	9.7	-38.2	3.0	6.0
Cc1cc(N2CCCCC2)n2ncc(-c3ccccc3)c2n1	76.1	72.9	0.0	-2.1	4.9	5.9	-15.0	-22.3	-10.2	16.2
O=C1S/C(=C/c2ccccc2)C(=O)N1CC(O)Cn1c2ccccc2c2ccccc21 (stereo not given)	83.9	82.9	0.0	0.3	1.3	-8.4	1.2	-24.9	x	13.8
O=C(Nn1c(C2CC2)nc2ccccc2c1=O)c1ccco1	97.2	95.0	-5.7	-0.6	1.2	22.1	-5.0	12.2	-34.3	1.3
Cc1cccc(N2C(=O)SC(SC(=Nc3ccccc3)Nc3ccccc3)C2=O)c1 (stereo not given)	82.6	93.8	x	-3.2	0.2	11.5	7.3	-32.6	x	6.5
Cc1noc(C)c1COC(=O)Cn1c(C)nc2ccccc21	101.8	92.5	0.7	-0.9	0.6	8.3	-12.8	-29.8	-5.7	7.9
CCC(CC)C(=O)NCCCCc1ccccc1	92.5	91.0	-0.1	0.5	9.0	-8.7	5.3	-39.8	x	15.4
O=C(c1ccc(F)cc1)N1CCC(O)(c2cccnc2)CC1	87.2	95.2	-2.8	-1.0	2.5	0.2	-3.6	-36.0	34.2	19.9
O=C(CCN1C(=O)C2C3C=CC(C3)C2C1=O)Nc1ccccn1 (stereo not given)	88.4	92.3	-2.0	-0.1	0.7	-12.4	-13.3	1.3	11.9	8.2
CCCC(NC(=O)CCl)c1ccccc1 (stereo not given)	45.6	50.4	-6.2	-6.2	0.4	11.6	4.1	-22.2	-1.3	7.6
CCn1c(O)c(/C=C2\C=Nc3ccccc32)sc1=Nc1ccccc1	72.6	x	x	0.5	1.7	-5.7	22.9	-45.2	-38.5	2.3
Cc1ccccc1OCCOc1ccccc1C=C(C#N)C#N	13.5	13.0	-6.0	-3.0	0.1	17.1	2.5	-37.4	x	17.2
COc1ccc(N2CCN(C(=O)CN(c3ccc(Br)cc3)S(C)(=O)=O)CC2)cc1	83.2	96.2	1.4	-3.2	0.5	7.2	-14.4	11.5	5.5	11.3
O=C(CCn1c(=O)oc2ccccc21)NC1=NCCS1	97.7	97.9	x	-0.8	-0.3	5.5	x	-30.9	-11.0	6.0
O=C1N/C(=N/Nc2ccccc2)S/C1=C\c1ccccc1	86.3	101.6	-3.3	-1.7	4.1	-6.2	3.1	-45.5	-34.4	9.5
CC(C)C(=O)NC(=S)Nc1ccccc1C(=O)NC1CCCCC1	89.4	99.2	-2.7	-1.6	3.0	6.6	6.1	-47.6	8.1	5.2
COc1ccc(NC(C)c2cc(Cl)ccc2O)cc1 (stereo not given)	91.2	87.2	x	-1.5	-1.0	8.5	-4.7	-9.3	-2.3	3.9
CCN(CCCNC(=O)CC(C(=O)N1CCc2ccccc21)n1ccnc1)c1cccc(C)c1 (stereo not given)	88.7	89.7	-1.3	-1.5	-0.4	-7.0	-8.0	-30.4	-54.8	6.5
CC(C)NS(=O)(=O)c1ccc(NC(=O)C2CC3C=CC2C3)cc1 (stereo not given)	96.8	93.3	x	0.0	2.2	2.0	-7.5	-28.8	8.3	6.2
O=C(c1ccccc1)c1nc2ccccc2[nH]c1=O	88.2	89.7	-0.2	-1.7	4.0	15.0	76.2*	-52.8	-1.8	10.2
Cn1c(=O)n(CC(=O)Nc2ccc(F)cc2)c2ccccc21	95.2	93.1	-1.4	-2.3	-0.1	-16.9	-18.9	-6.3	-21.8	2.6
Cc1nc2ccccc2nc(=O)c1NNc1ccccc1	93.3	84.1	-2.4	2.1	-1.1	8.2	-4.2	-4.1	x	9.3
O=C1c2cc3ccccc3c(-c3ccccc3)c2C(=O)N1c1ccccn1	101.8	86.7	-2.5	-1.7	5.5	-1.2	8.9	-11.0	x	12.2
c1cncc(-c2nc(-c3cccs3)cs2)c1	88.8	99.0	-0.1	-1.7	2.5	-2.3	-16.0	-55.1	5.4	8.0
Cc1ccc(C2NC(=O)c3ccccc3N2)s1 (stereo not given)	16.0	20.6	5.5	-3.6	5.9	10.7	-24.1	-36.2	x	4.2
CCCN(CCC)CCOc1cc(C)ccc1C(C)C	85.8	87.7	-1.0	-2.1	27.1*	7.1	4.3	-21.5	25.6	15.0
COCCN(C(=O)CCl)C(C(=O)NC1CCCCC1)c1ccccc1C (stereo not given)	5.2*	3.2*	-6.7	-5.5	7.4	13.1	6.3	-9.8	x	9.9
CCCCn1c(=S)[nH]c2cc(S(=O)(=O)N3CCCCC3)ccc21	63.0	61.1	-1.6	-4.1	3.5	8.3	-5.4	-60.6	x	13.9
CCn1cc([N+](=O)[O-])c(C(=O)N2N=C(c3ccccc3)CC2c2ccc([N+](=O)[O-])cc2)n1 (stereo not given)	83.7	81.8	-1.2	2.5	4.2	-8.4	-6.6	-22.4	4.5	26.8*
